NPC1 promoter act – qHTS Assay for NPC1 Promoter Activators; Potency, µM (titrated, usually from 9.22 µM), for inactives: top-dose activation, most hits filed as activators; Huh7 NPC1 promoter luciferase reporter, 24 h; 2.4% of 320,000 active; AID 485313, 2010;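 further: potency means the concentration at half of the fitted maximal effect; % of control where 0% means no effect; nearly all actives have a fitted effect of over 60% in size; reporter is driven by a mutant NPC1 promoter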
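Huh7 reporter cells (NPC1 promoter driving luciferase) are dosed with compound for 24 h at 37 °C, 5% CO2; luciferase detection reagent is then added and luminescence measured after 10 min at ambient temperature.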
RORgamma inh – qHTS for inhibitors of ROR gamma transcriptional activity | Drosophila S2 Gal4-RORgamma UAS-luciferase reporter, 20 h | Potency, µM (series often up to 53.6 µM), inactives show at the highest dose activity change, negative = inhibition, hits mostly inhibitors | 5.4% of 310,000 active; further: potency means the concentration at half of the fitted maximal effect; on the % scale 0 is the no-effect control and ±100 the full control effect; nearly all actives have a fitted effect of over 60% in size
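In this cell-based reporter format, copper sulfate (700 uM final) drives Gal4–ROR gamma fusion expression from a metallothionein promoter in Drosophila Schneider cells; compounds preincubated 1 hr, reporter read after 20 hr at ambient temperature.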
Mito fusion yeast – qHTS Assay for Small Molecule Inhibitors of Mitochondrial Division or Activators of Mitochondrial Fusion | S. cerevisiae fusion-defective mutant growth rescue, CellTiterGlo 48 h | Potency, µM (highest dose often 46.1 µM), for inactives: at the highest dose growth rescue (activation), actives largely listed as activators | 0.23% of 320,000 active;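 further: potency means the concentration at half of the fitted maximal effect; % of control where 0% means no effect; nearly all actives have a fitted effect of over 45% in size; temperature-sensitive fusion mutants such as fzo1-1 at 37 °C on non-fermentable ethanol glycerol medium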
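Luminescent cell viability in 1536-well qHTS format served as the measure of rescued growth in ts fusion-mutant S. cerevisiae cultured on non-fermentable YPEG for 48 hours at 37C.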
KCNH2 3.1 block – qHTS for Inhibitors of KCHN2 3.1: Mutant qHTS | 0.95% of 340,000 active | AID 720553, 2013 | U2OS KCNH2 3.1, thallium flux FluxOr; active compounds read low | activity change, % (tested at about 1.8 µM) | Potassium voltage-gated channel subfamily H member 2, brain isoform KCNH2 3.1 (human);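 active means maximum activity change below -70%; inconclusive means maximum activity change from -70% to -50%; inactive means maximum activity change above -50%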;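 further: thallium influx rate constant from kinetic fluorescence after stimulation buffer; on the % scale 0 is the no-effect control and ±100 the full control effect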
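We transduce U2OS cells with the mutant 3.1 virus, culture them overnight, load FluxOr with Red40 quencher for 45 min, then add stimulation buffer and read kinetically for 2 min to derive a normalized rate constant.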
FLuc counter – qHTS profiling assay for firefly luciferase inhibitor/activator using purifed enzyme and Km concentrations of substrates (counterscreen for miR-21 project); Luciferin 4-monooxygenase (Photinus pyralis), P08659; purified FLuc, Km substrates, luminescence inhibition; Potency, µM (highest dose often 57.5 µM), without a hit: at the top dose activity change, negative = inhibition, actives largely listed as inhibitors; 6.9% of 360,000 active;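 further: potency means the concentration at half of the fitted maximal effect; plate controls were vehicle for no effect and reference inhibitor for full effect; nearly all actives have a fitted effect of over 55% in size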
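Purified P. pyralis luciferase (10nM final) with 10uM D-luciferin and 10uM ATP (Km levels) in 50mM Tris acetate pH 7.5, 10mM Mg acetate, 0.01% Tween-20, 0.05% BSA; qHTS 6-point titration, ~60 µM downward; luminescence read.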
Rab9 prom act – qHTS Assay for Rab9 Promoter Activators | Huh7 Rab9 promoter-luciferase reporter, luminescence, 24 h | Potency, µM (doses to about 9.22 µM), without a hit: top-dose activation, negative = inhibition, actives largely listed as activators | 2.8% of 320,000 active | AID 485297, 2010; further: potency means the concentration at half of the fitted maximal effect; % of control where 0% means no effect; nearly all actives have a fitted effect of over 60% in size
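Luminescence read-out: Huh7 cells stably expressing Rab9-luciferase, treated 24 h with compound at 37 °C, then lysed with luciferase reagent for 10 min at ambient before reading.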
Menin-MLL TR inh – qHTS Assay for Inhibitors Targeting the Menin-MLL Interaction in MLL Related Leukemias: Competition With Texas Red Labeled MLL-derived Mutant Peptide. Menin + Texas Red MLL mutant peptide, fluorescence polarization. AID 1768, 2009. Potency, µM (series often up to 61.6 µM), for the others: at the top dose FP activity change, negative = inhibition, usual class: inhibitors. 0.23% of 270,000 active. O00255; active means well fitted inhibition curve with a large enough effect in the polarisation, with a control signal flat, not every such curve was filed as active; inconclusive means small, poorly fitted or top-dose-only effect, or effect the other way, or a change in a side signal; inactive means no such curve, though single readings can be large or run the other way; the % refers to the polarisation; further: potency means the concentration at half of the fitted maximal effect; % of control where 0% means no effect; many of its hits are not listed in these tables
Target sequence (O00255 whole entry, looked up): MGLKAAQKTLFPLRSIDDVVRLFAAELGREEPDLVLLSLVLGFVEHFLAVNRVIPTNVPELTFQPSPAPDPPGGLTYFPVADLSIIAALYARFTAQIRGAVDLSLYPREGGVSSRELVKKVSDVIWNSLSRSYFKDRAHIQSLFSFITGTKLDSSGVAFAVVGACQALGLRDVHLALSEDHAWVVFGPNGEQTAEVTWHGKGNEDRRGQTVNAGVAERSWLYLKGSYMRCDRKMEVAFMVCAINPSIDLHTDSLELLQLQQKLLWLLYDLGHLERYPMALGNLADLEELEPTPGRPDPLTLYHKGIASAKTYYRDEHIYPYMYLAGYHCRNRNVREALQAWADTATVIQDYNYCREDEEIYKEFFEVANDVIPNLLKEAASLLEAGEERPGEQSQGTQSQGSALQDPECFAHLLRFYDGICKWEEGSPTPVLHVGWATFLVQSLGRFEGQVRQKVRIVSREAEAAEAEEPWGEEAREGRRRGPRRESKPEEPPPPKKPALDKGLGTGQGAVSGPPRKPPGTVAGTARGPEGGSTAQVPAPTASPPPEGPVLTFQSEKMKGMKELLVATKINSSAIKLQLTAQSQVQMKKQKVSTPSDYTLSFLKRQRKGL
VP16 counter – VP16 counterscreen qHTS for inhibitors of ROR gamma transcriptional activity | Drosophila S2 Gal4-VP16 UAS-luciferase, luminescence, 20 h | Potency, µM (doses to about 53.6 µM), without a hit: at the top dose activity, negative = inhibition, hits mostly inhibitors | 3.5% of 310,000 active | AID 2546, 2010;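 further: Gal4-VP16 expression switched on by copper sulfate through the metallothionein promoter; potency means the concentration at half of the fitted maximal effect; on the % scale 0 is the no-effect control and ±100 the full control effect; nearly all actives have a fitted effect of over 50% in size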
MBNL1 CUG block – qHTS Assay for Inhibitors of MBNL1-poly(CUG) RNA binding; Muscleblind-like protein 1 (Homo sapiens), Q9NR56; AID 2675, 2010; 0.036% of 280,000 active; Potency, µM (titrated, usually from 57.5 µM), without a hit: at the highest dose activity change, negative = inhibition, most hits filed as inhibitors; TR-FRET MBNL1-His/biotin-(CUG)12 binding, 665/545 ratio; active means well fitted inhibition curve with a large enough effect in the signal ratio, with a control signal flat, not every such curve was filed as active; inconclusive means small, poorly fitted or top-dose-only effect, or effect the other way, or a change in a side signal; inactive means no such curve, though single readings can be large or run the other way; the % refers to the signal ratio; further: potency means the concentration at half of the fitted maximal effect; on the % scale 0 is the no-effect control and ±100 the full control effect
Target sequence (Q9NR56 whole entry, looked up): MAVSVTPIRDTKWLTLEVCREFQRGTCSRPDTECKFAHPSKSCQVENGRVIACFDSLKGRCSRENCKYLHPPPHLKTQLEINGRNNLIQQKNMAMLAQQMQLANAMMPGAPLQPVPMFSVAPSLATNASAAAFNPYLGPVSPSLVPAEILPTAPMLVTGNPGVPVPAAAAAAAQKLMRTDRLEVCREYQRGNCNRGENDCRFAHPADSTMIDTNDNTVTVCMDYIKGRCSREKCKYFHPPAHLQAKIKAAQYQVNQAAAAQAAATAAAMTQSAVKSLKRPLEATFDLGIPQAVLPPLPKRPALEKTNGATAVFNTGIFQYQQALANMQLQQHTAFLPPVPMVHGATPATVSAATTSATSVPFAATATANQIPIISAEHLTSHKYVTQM
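Compounds (final 92 nM to 58 uM) are added to His-tagged MBNL1 and biotin-(CUG)12, then terbium anti-His antibody and streptavidin-XL665 (5 nM final). After 60 min at room temperature, the 665/545 nm ratio is read.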
ELG1 repair inh – qHTS screen for small molecules that inhibit ELG1-dependent DNA repair in human embryonic kidney (HEK293T) cells expressing luciferase-tagged ELG1. HEK293T ELG1-luciferase reporter, luminescence, 16 h; DNA damage induced by 5-fluorouridine. 2.3% of 330,000 active. Potency, µM (series often up to 46.1 µM), for inactives: at the highest dose activity change, negative = inhibition, usual class: inhibitors; further: potency means the concentration at half of the fitted maximal effect; on the % scale 0 is the no-effect control and ±100 the full control effect; nearly all actives have a fitted effect of over 55% in size
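Overnight (16 hr) co-exposure of 2,000 cells/well to 5-fluorouridine and compound at 37 °C preceded detection. Luciferase was quantified via ONE-Glo luminescence; loss of signal denotes inhibition.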
PKM2 act – qHTS Assay for Activators of Human Muscle isoform 2 Pyruvate Kinase; 0.34% of 260,000 active; Pyruvate kinase PKM (Homo sapiens), P14618; purified PKM2, Kinase-Glo ATP luminescence, activation; response scale: 0% is enzyme alone, no compound; AID 1631, 2009; Potency, µM (series often up to 57.5 µM), inactives show at the top dose activation, usual class: activators; further: potency means the concentration at half of the fitted maximal effect; on the % scale 0 is the no-effect control and ±100 the full control effect; nearly all actives have a fitted effect of over 55% in size
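Kinase-Glo luminescence reports ATP generated from ADP (0.1 mM) and PEP (0.5 mM) by purified hPK-M2 after 1 h at room temperature, pH 7.2 imidazole buffer; intermediate enzyme activity allows detecting inhibitors and activators.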
An asterisk follows results filed as active; ? = inconclusive; · = not tested or not shown; [ ] = remark or other dose. Unless noted, the call rests on the fitted dose curve; in most records, active means well fitted curve in the direction sought with a large enough effect; inconclusive means small, poorly fitted or top-dose-only effect, or another doubt; inactive means no such curve, though single readings can be large; an effect the other way counts as inactive or inconclusive.

SMILES	NPC1 promoter act	RORgamma inh	Mito fusion yeast	KCNH2 3.1 block	FLuc counter	Rab9 prom act	Menin-MLL TR inh	VP16 counter	MBNL1 CUG block	ELG1 repair inh	PKM2 act
COc1ccc(S(=O)(=O)Nc2cccc(-n3cnnn3)c2)cc1	25%	26%	3%	17	2%	6%	·	-9%	-1%	4%	·
O=C(O)C1CCCCC1C(=O)NCCc1ccc(F)cc1 (stereo not given)	-1%	-21%	2%	1	-1%	-8%	8%	2%	-16%	7%	-8%
COc1ccc(Cl)cc1Nc1nc(-c2cccnc2)cs1	1%	·	-3%	4	?	-3%	?	·	1%	?	-7%
COc1cccc(CN2C(=O)C(C)N(C(=O)c3c(F)cccc3F)c3ccccc32)c1 (stereo not given)	-17%	-1%	-12%	18	-4%	-11%[1.84 µM]	4%	-25%	-14%	?	·
COc1ccc(S(=O)(=O)CCC(=O)NCCc2ccc(S(N)(=O)=O)cc2)cc1	-3%	25%	-11%	5	0%	-27%	0%	-3%	0%	16%	0%
COc1cccc(CCC(=O)Nc2cccc(S(=O)(=O)N3CCCC3)c2)c1OC	1%	·	-5%	-1	1%	-2%	·	·	·	?	·
O=Cc1ccc(Cl)c(Cl)c1	0%	6%	-6%	-3	3%	1%	·	6%	·	14%	·
COc1ccc(NC(=O)c2ccccc2F)cc1Cl	2.2µM*	9%	0%	-4	9.5µM*	2.2µM*	0%	?	-9%	?	-14%
CCOC(=O)C1CCN(CC(O)COc2ccc(S(=O)(=O)N3CCCC3)cc2[N+](=O)[O-])CC1 (stereo not given)	0%	·	-4%	18	10%	-7%	·	·	·	-9%	·
CC(C)=C(NC(=O)c1ccccc1)C(=O)Nc1cccc(C(=O)O)c1	-6%	-12%	-5%	19	-1%	-1%	0%	5%	-17%	1%	5%
Cc1ccc(-n2c(CNc3ccc(F)cc3)nnc2SCC(=O)O)cc1	-1%	25%	-4%	6	-4%	0%	23%	1%	-15%	-7%	8%
O=C(COc1ccc(Cl)cc1)NCc1nnc(SCC(=O)Nc2ccc3c(c2)OCCO3)o1	-2%	39%	-3%	1	-18%	0%	4%	10%	-5%	8%	1%
Cc1cccc(C)c1Nc1nnc(SCC(=O)NCc2ccco2)s1	0%	1%	-1%	1	3%	14%	-13%	-3%	3%	0%	-11%
CCCNC(=O)c1[nH]c(C)c(C(=O)OCC)c1C	-2%	35%	-22%	·	-11%	0%	-1%	5%	-1%	5%	-1%
CN(CC(=O)NC1(C)CCS(=O)(=O)C1)S(=O)(=O)c1ccc(Cl)cc1 (stereo not given)	0%	·	-1%	5	5%	-1%	·	·	·	?	·
Cc1ccccc1NC(=O)Nc1cc(-c2ccccc2)nn1C	-4%	2%	1%	0	-4%	16%	·	-7%	-5%	?	-4%
O=C(O)c1ccc2c(c1)C(=O)N(CCC1=CCCCC1)C2=O	0%	18%	1%	-2	-8%	-9%	7%	-2%	?	6%	2%
Cc1cccc2cc(CN(CCN3CCOCC3)C(=O)NCc3ccccc3)c(=O)[nH]c12	-2%	23%	-3%	1	-1%	2%	-10%	12%	1%	-12%	7%
O=C(CCn1nnnc1CN1CCOCC1)N1CCC(c2ccccc2Cl)C1 (stereo not given)	2%	25%	-4%	4	2%	14%	·	-1%	-2%	1%	-8%
CSc1ncccc1C(=O)OCC(=O)c1cc(C)n(CC2CCCO2)c1C (stereo not given)	1.1µM*	?	6%	7	0.6µM*	0.4µM*	·	-18%	·	?	-20%
CCCC(C(=O)O)N1C(=O)/C(=C2\C(=O)N(C)c3ccccc32)SC1=S (stereo not given)	3%	-22%	6%	-2	-17%	-10%	-7%	4%	-9%	-4%	-1%
O=C(N/N=C\c1cccc(F)c1)c1ccc(-c2ccccc2)cc1	19%	1%	1%	-9	-2%	13%	·	2%	-5%	?	-1%
Cn1c2c(c(=O)n(C)c1=O)C(c1cc3c(cc1Br)OCO3)CC(=O)N2 (stereo not given)	0%	-8%	-5%	18	1%	-2%	14%	-14%	-12%	11%	-11%
COc1ccc(C(c2c(O)nc[nH]c2=O)c2c(O)nc[nH]c2=O)cc1	3%	-25%	-2%	24	3%	-7%	·	-4%	-1%	0%	0%
CNC(=S)N/N=C/c1c(C)nn(-c2cccc(Cl)c2)c1Cl	-5%	2µM*	1%	-2	2%	1%	-8%	1.3µM*	1%	?	-1%
O=C(NCc1cccc(Cl)c1)C1CCC(=O)N(CCCN2CCOCC2)C1 (stereo not given)	2%	-19%	2%	-6	3%	-6%	-5%	-1%	9%	?	2%
Cc1ccc(S(=O)(=O)N2CCC(C(=O)OC(C)C(=O)N3CCOCC3)CC2)cc1 (stereo not given)	6%	·	1%	1	?	3%	·	·	·	?	·
Cc1cc(C)n(CCNCc2c(C(=O)N3C[C@@H](C)O[C@@H](C)C3)nc3ccc(Cl)cn23)n1	-2%	0%	-1%	0	1%	-5%	-2%	1%	-1%	-1%	-6%
CCOc1ccccc1NC(=O)NC1CCCc2ccccc21 (stereo not given)	3%	-28%	1%	-5	2%	2%	15%	-1%	0%	-1%	1%
CN(C)c1ccc(C(=S)N2CCCCCC2)cc1	1%	20µM*	3%	-3	?	16%	-2%	-21%	4%	?	-5%
Cc1cc(O)c(C(C)C)cc1NC(=O)Cn1nc(C)c2ccccc2c1=O	0%	1%	-2%	12	8%	-3%	6%	-11%	-5%	-17%	6%
CC(C)=C1SC(N2CCN(c3ccc(Cl)cc3)CC2)=NC1=O	-4%	6%	6%	0	3%	-5%	?	-5%	-4%	-17%	0%
Cc1ccc(C(C)(C)C)cc1S(=O)(=O)N1CCC(C(=O)N2CCN(c3ccc(O)cc3)CC2)CC1	2%	·	?	-4	-4%	-10%	·	·	·	?	·
N#Cc1cccc(S(=O)(=O)NCC(=O)OCC(=O)c2ccc[nH]2)c1	-8%	-13%	-2%	-1	-2%	-1%	3%	21%	-1%	2%	6%
COc1ccc(C(=O)c2c(-c3ccc(OC)cc3)oc3ccccc23)cc1	0%	·	25%	-71*	-17%	0%	·	·	·	-18%	·
C/C(=C/c1ccccc1)C(=O)N1CCN(c2ccccc2F)CC1	-2%	32%	-3%	4	-2%	1%	-15%	-1%	2%	1%	0%

Record cards, from the list above. Screens in order: NPC1 promoter act	RORgamma inh	Mito fusion yeast	KCNH2 3.1 block	FLuc counter	Rab9 prom act	Menin-MLL TR inh	VP16 counter	MBNL1 CUG block	ELG1 repair inh	PKM2 act
Shown for `N#Cc1cccc(S(=O)(=O)NCC(=O)OCC(=O)c2ccc[nH]2)c1` → -8%	-13%	-2%	-1	-2%	-1%	3%	21%	-1%	2%	6%
Shown for `CSc1ncccc1C(=O)OCC(=O)c1cc(C)n(CC2CCCO2)c1C` (stereo not given) → 1.1µM*	?	6%	7	0.6µM*	0.4µM*	·	-18%	·	?	-20%
Shown for `Cc1ccc(-n2c(CNc3ccc(F)cc3)nnc2SCC(=O)O)cc1` → -1%	25%	-4%	6	-4%	0%	23%	1%	-15%	-7%	8%
Shown for `CNC(=S)N/N=C/c1c(C)nn(-c2cccc(Cl)c2)c1Cl` → -5%	2µM*	1%	-2	2%	1%	-8%	1.3µM*	1%	?	-1%

Only part of the results is shown. The share of hits here may be higher or lower than overall.
